Peg3 prom inh: reduces Peg3 promoter-driven luciferase expression in HeLa | HeLa PEG-Prom luciferase reporter, luminescence, overnight | inhibition, % at 20 µM | 360,000 tested, 1.7% active | AID 588405;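 active = inhibition of at least 50% at 20 µM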
MITF TRPM1 inh: MITF TRPM1 promoter inhibition in SK-MEL-5 cells; SK-MEL-5 TRPM1 promoter luciferase, 24 h; inhibition, % at 12.5 µM; 330,000 tested, 0.83% active;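 active = mean inhibition across replicates of 60% or more, whatever share of single replicates reaches that level; inconclusive = some that reach 60%, reason not given; inactive = mean inhibition across replicates below 60%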; also: values of inactives mirror those of a sister screen read the other way
CaV13 ICDI inh: Disruptors of the CACNA1D IQ motif to Ca2+-dependent inactivation inhibitor domain association, primary screening, Förster resonance energy transfer in intact living … | HEK cells, CFP/YFP FRET ICDI-IQ, plate reader, 10 min; percent FRET-ratio fall versus neutral wells | inhibition, % at 12.3 µM | 340,000 tested, 0.098% active;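 active = mean replicate inhibition of at least 30% and at least 1% of replicates passing that level; inconclusive = only one of the two criteria is met; inactive = neither criterion is met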;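 also: 0% = median of the neutral control wells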
NR2E3 ag-1: NR2E3 (human) agonism; Q9Y5X4; GST-NR2E3/biotin-RetCOR TR-FRET, 1536-well; inhibition of corepressor binding, % at 4.78 µM; 320,000 tested, 0.12% active; AID 2300;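 active = percent inhibition above the cutoff of mean plus 3 SD of all tested compounds, set per screening campaign, cut at about 20% in these data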;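 also: 0% = DMSO wells and 100% = biotin wells as full block of FRET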
Target sequence (Q9Y5X4 whole entry, looked up): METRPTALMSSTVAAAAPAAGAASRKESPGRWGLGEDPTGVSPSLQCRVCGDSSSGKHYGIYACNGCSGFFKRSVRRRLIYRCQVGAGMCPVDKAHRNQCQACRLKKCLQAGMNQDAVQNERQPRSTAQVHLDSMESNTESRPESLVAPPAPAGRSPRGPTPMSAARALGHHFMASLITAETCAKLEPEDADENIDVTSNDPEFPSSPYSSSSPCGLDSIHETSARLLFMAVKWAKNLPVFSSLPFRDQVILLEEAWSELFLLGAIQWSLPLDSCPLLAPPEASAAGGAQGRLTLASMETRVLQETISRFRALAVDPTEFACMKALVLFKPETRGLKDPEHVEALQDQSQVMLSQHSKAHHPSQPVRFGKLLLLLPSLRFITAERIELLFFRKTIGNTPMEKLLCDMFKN
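Test system – NR2E3–RetCOR corepressor complex · Quantity – NR2E3 fusion 1.35 nM · Buffer or medium – Tris pH 7.5 · Incubation – Compound–protein incubation for 5 h at 4 °C · Technique – TR-FRET, Eu(K)-anti-GST donor, streptavidin-D2 acceptor, ex 340, em 617/671 nm · Evaluation – percent inhibition of 671/617 nm emission ratio versus biotin and DMSO controls · Plate – 1536-well format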
PDI inh: inhibitors of human protein disulfide isomerase; P07237; PDI insulin aggregation turbidity, A650, 90 min; inhibition, % at 10 µM; 350,000 tested, 0.052% active;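 active = mean inhibition across replicates of 30% or more, whatever share of single replicates reach that level; inconclusive = mean inhibition below 30% while every single replicate reaches 30%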;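 also: absorbance from insulin aggregation driven by PDI reduction with DTT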
Target sequence (P07237 whole entry, looked up): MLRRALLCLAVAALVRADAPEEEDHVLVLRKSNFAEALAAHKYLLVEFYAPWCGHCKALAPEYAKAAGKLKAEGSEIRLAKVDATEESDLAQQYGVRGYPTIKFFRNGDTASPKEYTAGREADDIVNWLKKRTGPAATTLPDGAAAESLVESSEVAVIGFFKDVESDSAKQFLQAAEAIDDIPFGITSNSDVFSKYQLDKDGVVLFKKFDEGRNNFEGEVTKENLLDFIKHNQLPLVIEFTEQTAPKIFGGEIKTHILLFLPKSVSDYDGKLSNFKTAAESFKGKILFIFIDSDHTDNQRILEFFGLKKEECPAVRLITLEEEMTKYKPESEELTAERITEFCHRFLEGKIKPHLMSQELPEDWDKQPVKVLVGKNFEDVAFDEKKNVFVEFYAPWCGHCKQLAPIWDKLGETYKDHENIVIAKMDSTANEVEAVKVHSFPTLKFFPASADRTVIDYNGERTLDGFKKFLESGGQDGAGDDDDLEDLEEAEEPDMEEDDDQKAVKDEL
Granule exo inh: blocks lytic granule exocytosis; TALL-104 LAMP-1 surface exposure, flow cytometry; cells stimulated with thapsigargin and PMA; inhibition, % at 10 µM; 360,000 tested, 0.66% active; AID 651702;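 active = inhibition above about 55%, limit read from the data; inconclusive = no clear call, values can overlap the other calls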
iPSC survival up: hiPSC single-cell survival enhancement; ATPlite luminescence; 100% = ROCK inhibitor wells, 0% = DMSO; survival enhancement, % at 20 µM; 360,000 tested, 0.044% active; AID 602274; in the data active = survival enhancement above about 18%;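 also: cells exposed to compounds for 16 hours before the ATP read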
aDG glyco up: alpha-DG glycosylation activation. Pro5-aDG cells, alpha-DG glycosylation AlphaScreen (IIH6); 0% Pro5, 100% B10-LARGE cell signal. activation, % at 10 µM. 360,000 tested, 0.22% active. AID 624168;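 active = activation of at least 8% versus controls, or a plate z-score of at least 8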;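 also: Pro5 are CHO cells carrying HIG-tagged alpha-DG that lacks glycosylation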
NR2E3 ag-2: human photoreceptor-specific nuclear receptor agonism. inhibition of corepressor binding, % at 3.98 µM. CHO-S Gal4-NCOR/VP16-NR2E3 two-hybrid, luciferase. AID 602229. Q9Y5X4. 360,000 tested, 0.35% active;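 active = inhibition above the mean of all tested compounds plus 3 SD, cut at about 70% in these data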;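 also: 0% = DMSO with NR2E3 transfected cells and 100% = cells lacking NR2E3 construct; higher means lower luciferase signal from less NR2E3 corepressor binding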
HIF-2a block: HIF-2a inhibition | 786-0 RCC cells HIF-2a reporter, luciferase luminescence, overnight | inhibition, % at 18.8 µM | 360,000 tested, 0.72% active | AID 624352;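 active = inhibition of the luminescence signal of 40% or more relative to plate controls, in a single-dose primary screen at 18.75 µM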
Vif imaging: inhibitors of HIV Vif; 340,000 tested, 0.35% active; HEK293T cells, Vif self-association by quenched fluorescence, imaging, 24 h; inhibition, % at 7.49 µM; AID 602346; in the data active = inhibition above about 50%, passing the limit was not always enough; inconclusive = no clear call, values can overlap the other calls; inactive = below about 31%; also: some results filed as inactive read as strong as hits
Active calls of the source: *; ? = inconclusive; . = no result given; & = joins results of further samples.

SMILES	Peg3 prom inh	MITF TRPM1 inh	CaV13 ICDI inh	NR2E3 ag-1	PDI inh	Granule exo inh	iPSC survival up	aDG glyco up	NR2E3 ag-2	HIF-2a block	Vif imaging
COC(=O)c1c(C)[nH]c(C)c1-c1ccc([N+](=O)[O-])cc1	-3	3	-5	0	7	0	0.2	0.3	15	7	-8
CCn1nnnc1SCC(=O)N1CCCCC1	-11	-1	-6	1	7	4	-0.4	0.0	-23	5	-2
COc1ccc(S(=O)(=O)N(C)c2ccc(C(=O)NCc3ccccn3)cc2)cc1	14	5	-5	4	7	-2	0.0	-0.7	2	9	1
COc1ccc(-n2c(Cn3nnc4ccccc43)nnc2SCC(=O)O)cc1	2	7	-3	2	10	2	-2.8	-0.1	-8	9	-2
CCC(=O)OCC(=O)c1cc(C)n(-c2ccc(Br)cc2)c1C	18	17	-19	-3	-1	-3	0.4	-0.1	-4	4	-2
CCOC(=O)c1[nH]c2ccc(C)cc2c1N	-282	-38	-4	-8	-4	-1	-3.0	-0.1	-27	-314	-1
CCC(CC)C(=O)NCCc1cc2ccc(C)cc2[nH]c1=O	9	3	-7	-1	-15	7	-0.3	0.5	10	11	7
COc1ccc(CCNC(=O)CCCOc2cccc(C)c2C)cc1OC	9	-1	-1	0	3	-1	-0.3	0.1	3	11	-1
Cc1cc(=O)[nH]c(/N=C(\N)Nc2ccc(SC(F)F)cc2)n1	9	8	-10	0	-1	3	0.3	-0.1	-32	15	7
Cc1cc(C)c2sc(N(CCCN(C)C)C(=O)c3ccc(Br)s3)nc2c1	43	-4	-8	-1	2	29	-0.5	0.7	-12	-5	-1
O=C(NCCN1CCOCC1)c1cc(Sc2cccc(Cl)c2)nc2ccccc12	0	-1	-17	0	3	0	-1.9	0.1	-6	-4	3
COC(=O)c1ccc(COc2ccc(/C=N/Nc3nc(C)cc(=O)[nH]3)cc2)cc1	-24	9	-6	3	-1	-6	2.2	0.1	-46	-92	-8
Cc1ccc(C)c(NC(=O)CSc2nnc(-c3ccccc3)o2)c1	-40	-17	-2	0	.	-1	-0.3	0.1	3	-39	2
Cc1c(C(=O)OCC(=O)c2c(N)n(CC(C)C)c(=O)n(C)c2=O)oc2ccccc12	11	3	-6	1	5	-1	-1.0	2.9	37	1	-5
CCCCS(=O)(=O)c1sc2nc3c(cc2c1N)CCCC3	-9	8	.	0	14	-2	-0.1	0.6	9	-98	-10
CCOC(=O)c1cc(C(C)(C)C)oc1CNC(=O)c1c(C)oc2c1CCCC2	15	6	-4	-1	-6	-3	-0.4	0.1	-5	16	-5
CC(=O)Nc1ccc(S(=O)(=O)NCc2nc(-c3ccccc3Cl)no2)cc1	2	5	-3	-4	-3	-9	-0.2	-0.1	-1	4	20
Cc1ccc2[nH]cc(CCNC(=O)c3ccco3)c2c1	-21	7	-2	-4	4	8	0.1	0.1	8	-16	2
Cc1ccc(C(=S)NCS(=O)(=O)c2ccc(C)cc2)cc1	9	16	-8	5	2	-1	-2.3	0.0	22	4	-1
Cc1ccc2nc3c(cc(C(=O)NCC4CCCO4)c(=N)n3CCCOC(C)C)c(=O)n2c1 (configuration not stated)	5	-3	5	1	10	5	-1.7	0.5	-18	0	?
COc1cc(/C=C2/SC(=O)NC2=O)ccc1Oc1ccc([N+](=O)[O-])cc1[N+](=O)[O-]	-4	-2	-5	-3	-11	4	-0.7	0.2	4	-17	-12
COc1ccc(S(=O)(=O)N2CCOCC2)cc1C(=O)NCC(c1ccccc1)c1ccccc1	23	2	-2	.	-3	8	-0.1	-0.1	-5	16	-3
CN(C)CCOC(=O)C1(c2ccccc2)CCOCC1	-8&10	-2&2	-7	-2&3	-6&-5	-2&6	-1.8&-2.8	0.0&0.1	-3&-9	3&-1	0&0
N#Cc1ccc(/C=C/C(=O)c2cccnc2)cc1	70*	20	-3	0	2	0	-1.2	0.0	11	14	-2
CCC(CC)c1nnc(NC(=O)C2=NNC(=O)CC2)s1	7	-1	-2	-1	1	-3	-0.5	0.3	-9	12	-2
SMILES	Peg3 prom inh	MITF TRPM1 inh	CaV13 ICDI inh	NR2E3 ag-1	PDI inh	Granule exo inh	iPSC survival up	aDG glyco up	NR2E3 ag-2	HIF-2a block	Vif imaging
CC(=O)Nc1ccc(OS(=O)(=O)c2ccc([N+](=O)[O-])cc2)cc1	9	44	-2	3	-9	-3	0.8	1.4	6	-12	3
Cc1c(O)ccc2c(CC(=O)N[C@@H](Cc3ccccc3)C(=O)O)cc(=O)oc12	5	.	-4	.	21	8	-0.1	-0.1	0	4	-11
CC(O)CNc1cc(N)c([N+](=O)[O-])cc1[N+](=O)[O-] (configuration not stated)	24	14	-2	2	-4	-2	-0.9	-0.5	4	7	-6
CCOCCCn1c(SCC(=O)NC2CCCC2)nc2ccccc2c1=O	13	15	-12	-3	1	0	-0.4	0.2	0	13	-11
CSc1ccccc1NC(=O)CN1CCN(S(=O)(=O)c2ccccc2[N+](=O)[O-])CC1	5	-4	-3	-1	2	-4	-0.5	0.2	-34	-6	-4
O=C(O)c1cnn(-c2ccccc2)c1-n1cccc1	1	.	-3	3	.	-1	-0.3	0.1	1	6	5
Cc1cc(C)c2c(CN3CCC(C)CC3)cc(=O)oc2c1	-197	-28	-2	-3	1	5	1.0	0.1	-74	-218	-7
COCCCNC(=O)C1CCC(CNS(=O)(=O)c2ccc(OC)cc2)CC1 (configuration not stated)	11	-6	-18	-2	11	-1	-0.3	-0.2	-10	9	5
CCN(CC(O)c1cccc(O)c1)C(=O)C12CC3CC(CC(C3)C1)C2 (configuration not stated)	-3	-10	-4	-3	6	14	-0.5	0.0	-11	-5	5
Cc1ccc(C2(C)NC(=O)N(CC(=O)Nc3ccc(Cl)c(S(=O)(=O)N4CCCCC4)c3)C2=O)cc1 (configuration not stated)	31	18	-3	2	-3	-5	0.4	0.4	8	19	-11
CCCCCn1c(=O)[nH]c2cc(C(=O)NCCCN(C)Cc3ccccc3)ccc2c1=O	24	5	-15	-2	1	8	-0.6	2.0	29	9	7
COc1cccc(-c2c(C(=O)N/N=C/c3sccc3C)nnn2-c2nonc2N)c1	39	-15	-7	-3	14	1	0.3	-0.2	2	20	4
COC(C(=O)NCc1ccccc1C)c1ccccc1 (configuration not stated)	3	2	-4	1	4	-4	1.5	-0.3	-15	13	-1
Cc1ccc(NC(=O)/C(=C/c2ccc([N+](=O)[O-])cc2)NC(=O)c2ccccc2)cc1	34	9	-2	1	4	0	0.5	-0.1	-19	16	16
Cc1nc(-c2ccccc2)cc(N2CCCC2)n1	-11	0	-9	2	-9	2	-0.2	0.2	-10	-34	1
O=C(c1ccc(Br)cc1)c1cc(-c2ccccn2)c(N2CCOCC2)s1	13	4	-6	2	1	3	0.0	0.0	-18	7	-11
Cc1ccc(C(=O)OC(C)C(=O)c2cc(C)c(C)cc2C)o1 (configuration not stated)	-30	-16	.	2	-2	0	0.3	0.5	-16	-42	.
O=[N+]([O-])c1ccc(N/N=C/c2ccc(O)c(O)c2O)c(S(=O)(=O)N2CCOCC2)c1	-1	18	-5	.	2	3	-1.1	-0.4	-40	17	0
COc1cc2c(cc1OC)C(c1cc(Br)c(OC)c(OC)c1)CC(=O)N2 (configuration not stated)	23	4	-20	.	8	-4	-0.5	0.1	-9	14	4
COc1ccc(/C=N/Nc2nc(N3CCCC3)nc(N3CCCC3)n2)cc1	6	1	-5	0	2	-2	1.3	0.2	-22	1	-6
CCn1c(COc2ccccc2OC)nc2ccccc21	-68	-44	-21	1	-8	-14	1.8	0.0	-26	-134	-7
CC(=O)Nc1ccc(OCc2cccc3ccccc23)cc1	17	3	-4	1	-2	-12	0.6	0.0	48	88*	3
CNC(=O)c1nn(-c2ccc(Cl)cc2)ccc1=O	12	2	.	0	-2	0	2.8	0.0	4	24	0
COc1ccc(N2CCN(C3CC(=O)N(Cc4ccccc4)C3=O)CC2)cc1 (configuration not stated)	17	-9	-2	1	-3	1	2.2	-0.6	5	19	6
CCOC(=O)c1cnc(-n2nc(C)cc2C)nc1N(CC)CC	-2	17	-8	1	0	4	-3.7	3.3	43	-4	1
SMILES	Peg3 prom inh	MITF TRPM1 inh	CaV13 ICDI inh	NR2E3 ag-1	PDI inh	Granule exo inh	iPSC survival up	aDG glyco up	NR2E3 ag-2	HIF-2a block	Vif imaging
Cn1c(=O)c2c(ncn2CC(COCc2ccccc2Cl)OCc2ccccc2Cl)n(C)c1=O (configuration not stated)	16	-17	-5	0	1	2	0.9	-0.1	-30	17	-5
COc1ccc(-n2cc(C(=O)c3ccc4ccccc4c3O)cn2)cc1	-36	4	5	2	13	-2	-0.7	0.0	-19	-20	.
CCN(CC)C(=O)C1CCCN(C(=O)c2cc(COc3cccc(OC)c3)on2)C1 (configuration not stated)	-26	-30	-6	-1	7	0	-0.4	0.0	-35	-102	14
CCOc1ccccc1NC(=O)COC(=O)Cc1ccsc1	8	7	-5	1	-3	1	-0.2	0.0	-17	3	-4
COc1ccccc1C(=O)N/C(=C\c1cn(C)c2ccccc12)C(=O)N1CCCC1	22	28	-2	4	7	10	0.6	0.8	-10	14	-7
COc1ccc(NC(=O)c2ccco2)c(NC(=O)Cc2cccs2)c1	15	-9	.	-2	-14	-1	-1.1	0.5	-19	15	4
CCOc1ccc(NC(=O)CN(C)C(=O)c2cn(-c3ccc(C)cc3)nc2-c2cccc(OC)c2)cc1OCC	34	16	-5	.	9	-2	-2.8	-0.6	-10	-15	-47
CC(C)(C)OC(=O)N1CCC[C@H]1C(=O)Nc1ccc(S(=O)(=O)C(F)F)cc1	2	8	-19	2	7	0	2.4	-0.1	-8	9	4
O=C1CCc2cc(S(=O)(=O)Nc3ccccc3)cc3c2N1CC3	11	8	-6	1	3	0	-0.4	0.3	11	-2	7
c1ccc(C(c2ccccc2)c2noc(CN3CCC(c4ccncc4)CC3)n2)cc1	14	-3	-4	5	15	-10	0.9	-0.4	13	18	-5
O=C(Nc1ccc(Cc2ccncc2)cc1)c1ccc(S(=O)(=O)N2CCCC2)cc1	26	-12	-4	.	-2	1	-1.0	3.9	21	19	3
CC12CCC(=O)C=C1CCC1C2CCC2(C)C(c3csc(N)n3)CCC12 (configuration not stated)	19	-14	-7	.	-7	-15	3.8	7.0*	75*	-27	-34

Screening data deposited in PubChem BioAssay by several laboratories.
